Screening results (PubChem)
mouse EphA4 binding = inhibitors of EphA4 binding to KYL peptide, primary screen, biochemical, colorimetric, mouse EphA4 (AID 689); EphA4-AP binding to KYL peptide, pNPP A405; higher % means a stronger effect; inhibition, % at 10 µM, or IC50 in µM where a hit was titrated; hit rate 0.1% among 62,000; in the data active means a potency from the dose series; inactive means the rest, 99 in 100 with inhibition below about 22%
* marks the source's active call; other numbers are inactive results. The list is partial. The share of hits here may be higher or lower than overall.

Sample of the layout, two compounds:
mouse EphA4 binding	smiles
0%	Cc1nn(-c2ccc(Cl)c(Cl)c2)c(=O)c2ccccc12
-6%	COc1cc(/C=C2/C(=O)N(c3ccc(Cl)c(Cl)c3)N=C2C)ccc1OC(C)=O

The whole of this part, from the start:
mouse EphA4 binding	smiles
0%	Cc1nn(-c2ccc(Cl)c(Cl)c2)c(=O)c2ccccc12
-6%	COc1cc(/C=C2/C(=O)N(c3ccc(Cl)c(Cl)c3)N=C2C)ccc1OC(C)=O
-8%	CC(=O)Nc1ccccc1NC(=O)c1ccc(Cl)cc1
-1%	COc1ccccc1C1NC(=O)CS1 (stereo not drawn)
-4%	COC(=O)c1ccc2c(c1)S(=O)(=O)NC(=NCCCN1CCOCC1)S2
-3%	CC1(C)CC(NC(=S)Nc2ccccc2)CC(C)(C)N1
-14%	Cc1ncc([N+](=O)[O-])n1CCOC(=O)c1ccc(Cl)cc1Cl
6%	O=C(COc1ccc2c(c1)oc(=O)c1ccccc12)c1ccccc1
-4%	CC1(CCc2ccc(O)cc2)NC(=O)NC1=O (stereo not drawn)
-1%	C(=N\N1CCN(Cc2cccc3ccccc23)CC1)/c1ccco1
6%	C#CCOC(=O)Nc1ccc(=O)n(Cc2c(Cl)cccc2Cl)c1
-5%	COc1ccccc1CNC(=O)C1CCN(S(=O)(=O)N2CC(C)CC(C)C2)CC1 (stereo not drawn)
0%	O=C(Nc1ccc(OC(F)F)cc1)Nc1cccc(C(F)(F)F)c1
-2%	COC(=O)c1cc(=O)n2c(-c3ccccc3)csc2n1
-13%	CN1CCN(C(=O)c2cc3sccc3n2CC(=O)c2ccccc2)CC1
-5%	CN(C(=O)C1CCN(S(=O)(=O)c2cccs2)CC1)C1CCCCC1
-12%	CC(C(=O)O)n1nc2ccccc2n1 (stereo not drawn)
-4%	CCOc1cc(C(=O)Nc2ccc(F)cc2)cc(OCC)c1OCC
0%	CC1CC(Nc2ccccc2)c2ccccc2N1C(=O)c1ccc(Cl)c(Cl)c1 (stereo not drawn)
4%	O=C(NC1CC1)c1cc2c(s1)-c1ccccc1OC2
0%	O=c1c(C(c2c(O)nc3n(c2=O)CCS3)c2cccc3ccccc23)c(O)nc2n1CCS2
3%	CCC1CCCCN1Cc1cc(OC)c(O)c([N+](=O)[O-])c1 (stereo not drawn)
-27%	CC(C)c1c(O)nc(SCCC(=O)O)[nH]c1=O
-20%	O=c1oc2c(CN3CCOCC3)c(O)ccc2c2c1CCCC2
-4%	Cc1c(N2C(=O)CS/C2=N\N=C\c2ccc(Cl)cc2)c(=O)n(-c2ccccc2)n1C
13%	COc1cc(NC(=O)c2ccccc2I)ccc1NC(=O)c1ccco1
15%	COC(=O)C1=C(C)OC(N)=C(C#N)C1c1cc(OC)ccc1OC (stereo not drawn)
-6%	Cc1ccc(S(=O)(=O)n2nc(OC(=O)C3CCCCC3)cc2N)cc1
-4%	O=C(c1ccc(I)cc1)N1CCOCC1
-2%	Cc1ccc2nc(NC(=O)C(NS(=O)(=O)c3cccc4nsnc34)C(C)C)sc2c1 (stereo not drawn)
8%	COc1cc(COCC(O)CN2CCOCC2)cc(OC)c1OC (stereo not drawn)
-7%	CCOC(=O)Cc1csc(NC(=O)c2ccc(Br)o2)n1
-14%	CCC(C)[C@H](NC(=O)NCc1cccc(OC)c1)C(=O)O (stereo partly drawn)
8%	Cc1ccc(S(=O)(=O)NC2=NCN(CCOC(=O)c3ccc([N+](=O)[O-])cc3)CN2)cc1
3%	CC(=O)c1c(C)[nH]c(C(=O)OCC(=O)N(C)C)c1C
-28%	Cc1ccccc1CSc1nnc(-c2ccccn2)n1N
0%	Cc1ccc(OCc2nc(-c3ccc(Cl)cc3)no2)c(Br)c1
-9%	Cc1cc(C)cc(NC(=O)CSc2nnc(-c3ccccc3Br)o2)c1
-6%	COc1cc(C=O)ccc1OCc1c(C)noc1C
-5%	Cn1c(=O)oc2cc(Cl)c(C(=O)O)cc21
-12%	CCC1S/C(=N/N=C/c2cccs2)NC1=O (stereo not drawn)
1%	CCC(=O)Nc1ccc(NC(=O)c2ccc(Br)o2)cc1
-12%	Cc1ccc2nc3nc(C)cc(C)c3c(N)c2c1
-2%	Cc1ccc(C(=O)CSc2nccn2-c2ccccc2)cc1
1%	COc1ccc(C2C(C(=O)NCc3ccccn3)c3ccccc3C(=O)N2C)cc1OC (stereo not drawn)
-11%	Cc1ccc(C(=O)Oc2ccc(/C=c3/sc4nc5ccccc5n4c3=O)cc2)cc1
1%	COc1ccc(Cl)cc1C(=O)Nc1ccc2c(c1)OCO2
-5%	Cc1cc(O)c(-c2cc(C(=O)NCc3ccc4c(c3)OCO4)[nH]n2)cc1C
-1%	Cc1ccc(N2CCN(c3ccc(C)cc3)C2c2ccncc2)cc1
-17%	Oc1ccc(N2CCN(c3ncnc4sc5c(c34)CCC5)CC2)cc1
-5%	O=C(CCNS(=O)(=O)c1ccc(Br)cc1)NCc1ccc2c(c1)OCO2
0%	Cc1ccc(C)c(-n2c(SCC(=O)Nc3nnc(C)s3)nnc2-c2ccoc2C)c1
-6%	C/C(=C1/SC(=S)NC1=O)c1ccc(C)cc1
35%	Nc1c(C(=O)Nc2nc3ccccc3s2)sc2nc(-c3cccs3)ccc12
-8%	COC(=O)CSC1=C(C#N)C(c2cccc(OC)c2)CC(=O)N1 (stereo not drawn)
-17%	CCOC(=O)c1cccc(NC(=O)CCc2nc(-c3ccccc3F)no2)c1
-5%	CCSc1sc(CC)cc1C(=O)O
-11%	CC(C)Sc1nnc([C@H](C)NC(=O)OC(C)(C)C)o1
-14%	CNC(=O)CSc1nc2nn(-c3ccccc3)c(=O)c-2c2n1CCCCC2
12%	COc1ccc(OC)c(-c2nnc(SCC(=O)N3CCCc4ccccc43)o2)c1

Going on with the list:
mouse EphA4 binding	smiles
2%	Cc1cccc(N2CCN(C(=O)C(C)n3nc(C)n4c(cc5occc54)c3=O)CC2)c1C (stereo not drawn)
-33%	CN(Cc1ccccc1)C(=O)C1CCN(Cc2ccc(F)cc2)CC1
-14%	CCOC(=O)C(C)c1nn(C)c(=O)c2ccccc12 (stereo not drawn)
-8%	Cc1ccc(NC(=O)Cn2cncc2-c2ccc([N+](=O)[O-])cc2)cc1C
-11%	Cc1nc2ccc(N=NC3=C(O)CCCC3=O)cc2s1
-8%	CCCCc1nc2c(=O)[nH]c3ccccc3c2o1
-12%	Cn1c(SCc2cc(=O)n3cc(Br)ccc3n2)nnc1C1COc2ccccc2O1 (stereo not drawn)
-3%	Cc1cc(/C=C2\C(=O)NC(=O)N(c3ccc4c(c3)OCO4)C2=O)c(C)n1-c1cccnc1
-3%	CCCc1nc(-c2ccc(-c3ccc(F)cc3)cc2)no1
-4%	Cc1c(C=O)cc2c(c1C)OC1(C=C2)N(C)c2ccccc2C1(C)C (stereo not drawn)
6%	O=C(CCn1nnc2ccccc2c1=O)N[C@@H](Cc1ccccc1)C(=O)O
-8%	O=C(c1ccco1)N1CCN(c2cc(C(F)(F)F)nc3ncnn23)CC1
-6%	COc1cc(/C=C2/SC(=S)N(c3ccccc3)C2=O)ccc1OC(=O)c1ccc(Cl)cc1
38%	Cc1ccc(C)c(S(=O)(=O)NC(C)C(=O)Nc2ccc(-c3nc4ccccc4s3)cc2)c1 (stereo not drawn)
-6%	Cc1ccc(-n2c(Cc3ccccc3)n[nH]c2=S)cc1
4%	Nc1cccc2c1C(=O)N(C(=O)c1ccc(S(=O)(=O)N3CCCCCC3)cc1)C2=O
3%	CC(C)NC(=O)c1cnc(N2CCN(c3ccccn3)CC2)c2ccccc12
-25%	COc1cc(OC)cc(N(C(=O)c2ccco2)C(C(=O)NC2CCCC2)c2ccc(N(C)C)cc2)c1 (stereo not drawn)
-7%	CCCCOc1ccc(-c2nc(SCC(N)=O)n[nH]2)cc1
-37%	COC(=O)[C@H](Cc1ccccc1)NC(=O)Nc1ccc(S(N)(=O)=O)cc1
-4%	CC1C(c2ccccc2)=[N+]([O-])C(C)(c2cccs2)N1O (stereo not drawn)
11%	CC1C(c2ccccc2)N(C)C(c2ccccc2)C(C)C1(O)Cc1ccccc1 (stereo not drawn)
-12%	O=C(CC(C(=O)N1CCc2ccccc21)n1ccnc1)NCC1CCCO1 (stereo not drawn)
4%	COc1ccc(CC(=O)NCCc2ccc(S(N)(=O)=O)cc2)cc1

Look-ups from above.
CC(C)NC(=O)c1cnc(N2CCN(c3ccccn3)CC2)c2ccccc12 in mouse EphA4 binding is listed with 3%
CC1C(c2ccccc2)=[N+]([O-])C(C)(c2cccs2)N1O (stereo not drawn) in mouse EphA4 binding is listed with -4%
O=C(CC(C(=O)N1CCc2ccccc21)n1ccnc1)NCC1CCCO1 (stereo not drawn) in mouse EphA4 binding is listed with -12%
COc1ccc(CC(=O)NCCc2ccc(S(N)(=O)=O)cc2)cc1 in mouse EphA4 binding is listed with 4%
CCCCOc1ccc(-c2nc(SCC(N)=O)n[nH]2)cc1 in mouse EphA4 binding is listed with -7%
Nc1cccc2c1C(=O)N(C(=O)c1ccc(S(=O)(=O)N3CCCCCC3)cc1)C2=O in mouse EphA4 binding is listed with 4%

Further structures follow.
mouse EphA4 binding	smiles
26%	C=CCn1c(NC(=O)c2ccc(Br)o2)c(S(=O)(=O)c2ccccc2)c2nc3ccccc3nc21
-31%	O=C(C(Cc1ccccc1)NS(=O)(=O)c1cccc2cccnc12)N1CCc2ccccc21 (stereo not drawn)
-11%	Cn1c2ccccc2c2cc(C3Nc4ccccc4C(=O)N3Cc3ccccc3)ccc21 (stereo not drawn)
5%	O=C(COC(=O)CCC(=O)c1cccs1)Nc1cccc(S(=O)(=O)N2CCOCC2)c1
5%	COCCNC(=O)C(c1cccs1)N(C(=O)Cn1nnc2ccccc21)c1cccc(C(C)=O)c1 (stereo not drawn)
9%	Cc1cccc(NC(=O)CC2C(=O)NCCN2C(=S)Nc2ccccc2)c1 (stereo not drawn)
-3%	Cc1c(NC(=O)c2cnn3c2NC(c2ccccc2)CC3C(F)(F)F)c(=O)n(-c2ccccc2)n1C (stereo not drawn)
-5%	Cc1nnsc1NC(=O)OCc1ccc(C(F)(F)F)cc1
0%	O=C(NC1CC1)C1CC(=O)N(C2CCCCC2)C1 (stereo not drawn)
1%	CCc1ccc(N(C(=O)c2csnn2)C(C(=O)NC(C)(C)C)c2ccncc2)cc1 (stereo not drawn)
-2%	COc1ccc2c(C)nc(Nc3nc(C)c(C)c(=O)[nH]3)nc2c1
6%	CCOC(=O)C(CCOc1ccc(Cl)cc1C)C(=O)OCC

Three compounds already listed, sorted by number of heavy atoms, descending:
mouse EphA4 binding	smiles
-3%	Cc1c(NC(=O)c2cnn3c2NC(c2ccccc2)CC3C(F)(F)F)c(=O)n(-c2ccccc2)n1C (stereo not drawn)
-31%	O=C(C(Cc1ccccc1)NS(=O)(=O)c1cccc2cccnc12)N1CCc2ccccc21 (stereo not drawn)
0%	O=C(NC1CC1)C1CC(=O)N(C2CCCCC2)C1 (stereo not drawn)

Further compounds.
mouse EphA4 binding	smiles
-7%	Cc1csc(/C(=N\O)c2csc(C)n2)n1
-6%	CCOc1ccc(S(=O)(=O)N2CCN(c3ccccc3OC)CC2)c2cccnc12
-16%	CCN1CCN(S(=O)(=O)c2ccc3[nH]c(=O)oc3c2)CC1
-2%	CS(=O)(=O)N(CC(=O)NCC1CCCO1)c1cc(Cl)ccc1Cl (stereo not drawn)
-6%	Cc1oc(-c2ccccc2F)nc1CN1CCC(C(=O)NC2CCCCCCC2)CC1
-3%	CCOC(=O)c1cccc(NC(=O)CSc2nc3ccccc3c(=O)n2CCOC)c1
0%	COc1ccc(C2C(C(=O)N3CCCCC3)CC(=O)N2c2ccc(OC)cc2)cc1 (stereo not drawn)
4%	N#CC1=C(N)OC2=C(C(=O)CCC2)C1c1ccncc1 (stereo not drawn)
-5%	O=C(CSC1=NC(=O)C(c2ccccc2)C(=O)N1)Nc1cccc(Cl)c1 (stereo not drawn)
-12%	Cc1cc(/C=N/n2cnnc2)c(C)n1-c1ccc(OCc2ccc(F)cc2)cc1
0%	COc1ccc2c(c1)C(=O)N(c1ccccc1)C(=O)C2
5%	COc1ccccc1-c1coc2cc(OCc3ccccc3)ccc2c1=O

Reformatted: entries from further up
> O=C(CSC1=NC(=O)C(c2ccccc2)C(=O)N1)Nc1cccc(Cl)c1 (stereo not drawn)
  mouse EphA4 binding = -5%

> Cc1cc(/C=N/n2cnnc2)c(C)n1-c1ccc(OCc2ccc(F)cc2)cc1
  mouse EphA4 binding = -12%

> COc1ccc2c(c1)C(=O)N(c1ccccc1)C(=O)C2
  mouse EphA4 binding = 0%

(further entries)
mouse EphA4 binding	smiles
-9%	COc1cccc(NC(=O)c2c(Cl)cccc2Cl)c1
-4%	CCN(CC)CCNC(=O)c1ccc(Cl)c(S(=O)(=O)N2CCCCCC2)c1
4%	Cc1ccc2[nH]c3c(N4CCN(Cc5ccc6c(c5)OCO6)CC4)ncnc3c2c1
-16%	CC(=O)Oc1ccc(C(=O)Nc2nnc(C)s2)cc1
-16%	COc1ccc(C(=O)Nc2cccc(C)c2)cc1
-13%	Cc1oc(C(=O)O)cc1COc1ccc2c3c(c(=O)oc2c1C)CCC3
-1%	COC(=O)c1ccc(C(=O)OC)c(NC(=O)COC(=O)CC2CC3CCC2C3)c1 (stereo not drawn)
-14%	Cc1ccc(NC(=O)C2CC(=O)N(c3ccc(Cl)cc3)C2)cc1 (stereo not drawn)
-3%	COc1ccc(OC)c(NC(=O)C2C3C=CC(C3)C2C(=O)NCc2ccccn2)c1 (stereo not drawn)
7%	COc1cc(OC)cc(C(=O)N2CCN(Cc3cccc(F)c3)CC2)c1
-13%	COc1ccc(C(=O)/C=C(\C)Nc2ccc3c(c2)OCO3)cc1
7%	COc1ccc(NC(=O)C2CCCN(C(=O)NC3CCCCC3)C2)cc1OC (stereo not drawn)
